Assay outcomes from PubChem BioAssay.
PriA SSB inh – K. pneumoniae PriA-SSBct interaction inhibition | actives 0.6% (n = 430,000) | AlphaScreen SSBct-PriA binding, biotinylated peptide | inhibition, % at 33 µM; in the data active = inhibition mostly above about 37%, no sharp cut-off; inactive = mostly below about 20%;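 note: plate controls were negative control peptide for no effect and reference peptide for full effect; strong numbers were not always called active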
DUSP3 inh – DUSP3 (human) phosphatase inhibition | P51452 | recombinant VHR phosphatase, pNPP absorbance | inhibition, % at 13.3 µM | actives 0.52% (n = 290,000); in the data active = inhibition above about 50%; note: some compounds called inactive have numbers as strong as hits
Target sequence (P51452 whole entry, looked up): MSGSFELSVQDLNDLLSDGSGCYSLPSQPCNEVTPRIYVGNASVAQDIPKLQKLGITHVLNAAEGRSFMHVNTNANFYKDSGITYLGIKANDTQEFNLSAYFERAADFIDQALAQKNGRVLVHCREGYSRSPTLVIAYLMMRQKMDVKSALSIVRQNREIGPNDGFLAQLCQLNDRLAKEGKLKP
Anthrax LF inh2 – blocks Bacillus anthracis lethal factor protease | multiplex microsphere protease cleavage assay, LF | inhibition, % at 10 µM | actives 0.12% (n = 360,000); note: plate controls were buffer without enzyme for full effect and enzyme alone for no effect
3CLpro inhibitor – SARS-CoV 3CLpro protease inhibition | P0C6X7 | recombinant SARS-CoV 3CLpro, quenched FRET peptide cleavage | inhibition, % at 6 µM | actives 0.14% (n = 290,000); in the data active = inhibition above about 12%
BoNT A protease – BoNT A light chain protease inhibition; multiplex microsphere protease substrate cleavage, flow cytometry; inhibition, % at 10 µM; actives 0.17% (n = 360,000); note: plate controls were buffer without enzyme for full effect and enzyme alone for no effect
MazF activator – activators of E. coli MazEF toxin-antitoxin RNase; P0AE70; FAM/BHQ RNA-DNA oligo cleavage fluorescence, 5 h; activation, % at 20 µM; actives 0.32% (n = 350,000); AID 504720; in the data active = activation above about 50%
Target sequence (P0AE70 whole entry, looked up): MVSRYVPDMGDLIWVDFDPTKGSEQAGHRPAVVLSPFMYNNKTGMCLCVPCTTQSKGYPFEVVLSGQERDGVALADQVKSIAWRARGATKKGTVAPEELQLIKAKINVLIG
PrPC surface inh – reduces human prion protein on the cell surface. actives 0.43% (n = 370,000). P04156. cell surface PrPC, TR-FRET read-out. inhibition, % at 13.8 µM; in the data active = inhibition above about 24%; note: 0% = median of the test wells and 100% = reference compound wells
Rv3671c inh – inhibitors of M. tuberculosis serine protease Rv3671c. P9WHR9. inhibition, % at 5.96 µM. actives 0.048% (n = 320,000). AID 2606; in the data active = inhibition above about 38%;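 note: extracellular domain of Rv3671c used as enzyme; 0% = enzyme with DMSO and 100% = no enzyme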
Target sequence (P9WHR9 whole entry, looked up, the tested form may be a part): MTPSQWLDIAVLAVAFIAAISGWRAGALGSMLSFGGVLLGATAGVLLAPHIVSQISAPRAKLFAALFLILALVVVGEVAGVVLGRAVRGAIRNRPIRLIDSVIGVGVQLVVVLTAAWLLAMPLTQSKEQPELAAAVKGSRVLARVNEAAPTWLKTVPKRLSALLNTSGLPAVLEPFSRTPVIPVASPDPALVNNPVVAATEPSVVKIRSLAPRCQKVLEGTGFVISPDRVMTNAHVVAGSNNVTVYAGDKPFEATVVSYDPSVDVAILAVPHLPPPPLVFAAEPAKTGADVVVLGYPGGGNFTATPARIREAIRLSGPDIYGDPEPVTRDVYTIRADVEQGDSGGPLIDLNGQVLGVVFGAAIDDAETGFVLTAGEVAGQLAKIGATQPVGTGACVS
BoNT-F LC inh – blocks Botulinum neurotoxin F light chain protease | Multiplex microsphere protease cleavage assay, flow cytometry | inhibition, % at 10 µM | actives 0.22% (n = 360,000) | AID 588497; in the data active = inhibition above about 35%, passing the limit was not always enough; inconclusive = no clear call, values can overlap the other calls; note: plate controls were buffer without enzyme for full effect and enzyme alone for no effect
CCHFV vOTU inh – blocks the CCHF virus ovarian tumor domain protease. actives 0.55% (n = 370,000). CCHFV vOTU protease, Pep-AMC fluorescence. AID 651958. inhibition, % at 11.5 µM; in the data active = inhibition above about 30%; note: 0% = vehicle wells with enzyme and 100% = no enzyme wells
Active calls of the source: *; u = inconclusive; x = not tested or not shown; & = joins results of further samples. Cut-off read from the data, not from the text of the source, unless noted: active = inhibition above about 30%; inconclusive = no clear call, values can overlap the other calls; inactive = below that.

Preview, 7 compounds:
Molecule,PriA SSB inh,DUSP3 inh,Anthrax LF inh2,3CLpro inhibitor,BoNT A protease,MazF activator,PrPC surface inh,Rv3671c inh,BoNT-F LC inh,CCHFV vOTU inh
CC1CN(C(=O)CCNS(=O)(=O)c2ccc(Br)cc2)CC(C)O1 (centres undefined),-14,x,x,x,x,1,-2,2,x,-8
[S-]C(=Nc1ccc(Cl)cc1)N[n+]1ccccc1,-6,18,-1,2,-0.7,12,3,3,-7,-11
CC(C)C[C@H](NC(=O)c1nc[nH]c1C(=O)N1CCc2ccccc2C1)C(=O)OCc1ccccc1,-4,19,-13,x,-0.6,-3,3,-23,-4,11
Cc1ccccc1S(=O)(=O)/N=C(/Nc1c(C)n(C)n(-c2ccccc2)c1=O)c1ccccc1,x,-2,-2,1,-0.3,-4,5,4,2,3
O=C(CCCSc1ccccc1)Nc1nc(-c2ccco2)c(-c2ccco2)s1,8,-1,-5,3,0.9,-5,1,-12,-10,18
C[C@H](NC(=O)[C@@H]1CSC2c3ccccc3C(=O)N21)C(=O)NC1CCCC1 (some centres undefined),-9,-1,-1,4,-2.5,8,-4,3,-10,2
CC(C)(C)C1CCC(=NNC(=O)C2COc3ccccc3O2)CC1 (centres undefined),-14,x,-2,x,-1.9,-2,1,-4,-1,3

All compounds of this part, from the start:
Molecule,PriA SSB inh,DUSP3 inh,Anthrax LF inh2,3CLpro inhibitor,BoNT A protease,MazF activator,PrPC surface inh,Rv3671c inh,BoNT-F LC inh,CCHFV vOTU inh
CC1CN(C(=O)CCNS(=O)(=O)c2ccc(Br)cc2)CC(C)O1 (centres undefined),-14,x,x,x,x,1,-2,2,x,-8
[S-]C(=Nc1ccc(Cl)cc1)N[n+]1ccccc1,-6,18,-1,2,-0.7,12,3,3,-7,-11
CC(C)C[C@H](NC(=O)c1nc[nH]c1C(=O)N1CCc2ccccc2C1)C(=O)OCc1ccccc1,-4,19,-13,x,-0.6,-3,3,-23,-4,11
Cc1ccccc1S(=O)(=O)/N=C(/Nc1c(C)n(C)n(-c2ccccc2)c1=O)c1ccccc1,x,-2,-2,1,-0.3,-4,5,4,2,3
O=C(CCCSc1ccccc1)Nc1nc(-c2ccco2)c(-c2ccco2)s1,8,-1,-5,3,0.9,-5,1,-12,-10,18
C[C@H](NC(=O)[C@@H]1CSC2c3ccccc3C(=O)N21)C(=O)NC1CCCC1 (some centres undefined),-9,-1,-1,4,-2.5,8,-4,3,-10,2
CC(C)(C)C1CCC(=NNC(=O)C2COc3ccccc3O2)CC1 (centres undefined),-14,x,-2,x,-1.9,-2,1,-4,-1,3
Cc1ccc2c(c1)N(CC(=O)N1CCCCCC1)C(=O)c1cccnc1O2,0,4,-2,1,-3.9,15,3,-8,-12,-9
CC1(C)CC(=O)C2=C(C1)OC1OC(=O)CC21C (centres undefined),1,6,1,5,0.0,-2,-8,-2,0,7
CCOC(=O)Cn1c(=O)c2c(nc(Br)n2Cc2ccccc2Cl)n(C)c1=O,-10,4,2,-2,0.4,-1,1,2,-3,11
Cc1cc2cc(CNC(=O)c3cccs3)ccc2[nH]1,-6&33,-32,-78,0,75*,9,8,8,-88,4
COCCNC(=S)Nc1ccccc1Cc1ccccc1,-9,-11,-4,4,-1.0,5,-4,1,-2,-5
Cc1cc(N/N=C/c2cccc(Cl)c2)nc(NCc2ccccc2)n1,x,4,-3,0,-0.5,1,-3,1,-7,-5
Cc1snc(S(=O)(=O)Cc2c(Cl)cccc2Cl)c1C#N,-8,17,-1,4,-2.6,1,7,-7,-7,17
Cc1ccc(NC(=O)COc2ccc(Br)cc2CO)cc1S(=O)(=O)N1CCOCC1,8,x,0,x,-0.3,-8,7,-5,0,3

(cont.)
Molecule,PriA SSB inh,DUSP3 inh,Anthrax LF inh2,3CLpro inhibitor,BoNT A protease,MazF activator,PrPC surface inh,Rv3671c inh,BoNT-F LC inh,CCHFV vOTU inh
COc1ccc([C@@H]2C[C@H]3CN(c4ccccc4)C(=O)[C@]34CCCN24)c(OC)c1OC,11,31,6,1,-3.1,-37,-7,-2,12,8
COc1cccc(-c2cc(C(=O)O)no2)c1,5,15,-1,9,0.5,7,-11,-29,4,-4
COC(=O)C1C2C=CC3(CN(c4ccc(Cl)c(F)c4)C(=O)C13)O2 (centres undefined),-3,11,-2,2,-0.5,0,-10,12,4,7
CC(=O)N1CC2(CC(c3ccc(Cl)cc3Cl)=NO2)CN1c1cccc(Cl)c1 (centres undefined),x,x,-2,x,0.0,-2,6,x,-7,-5
O=C(CSc1nnc(-c2ccco2)n1Cc1ccccc1)NC(=O)NCc1ccco1,6,0,2,-5,-0.6,4,-10,2,-4,19
C=C1C(=O)[C@@]23[C@H](O)C[C@@H]4C(C)(C)CC[C@H](O)[C@]4(C)[C@@H]2C[C@H](O)[C@@H]1[C@H]3O,-8,-7,-6,-1,-1.1,6,25*,-1,1,-3
CC(NC=C1C(=O)OC(C)(C)OC1=O)C(=O)O (centres undefined),-12,7,0,2,0.2,5,1,4,2,9
CC(=O)Nc1ccc(S(=O)(=O)NCCC(=O)NC(C)c2cccs2)cc1 (centres undefined),-1,x,6,x,2.0,6,-1,7,3,-1
CC1CCCCN1C(=O)COC(=O)c1cccc(NS(=O)(=O)c2ccccc2)c1 (centres undefined),-8,x,x,x,x,9,4,-9,x,0
Nc1nc(Nc2ccccc2F)nc(NCCO)c1[N+](=O)[O-],-11,21,9,-2,0.7,0,-11,4,2,-3
O=C(Nc1nnc(C2CC2)s1)c1n[nH]c(=O)c2ccccc12,-10,-5,-1,4,-0.4,-8,2,3,-6,-3
Cc1cc(C(=O)C[N+]23CCN(CC2)CC3)c(C)n1-c1ccc(Br)cc1,-2,26,-4,-1,-0.5,-1,2,-4,6,-12
CCCc1nc(SCC(=O)Nc2ccccc2OC)c2c(=O)n(C)c(=O)n(C)c2n1,-9,-16,2,1,0.0,6,10,0,5,7
Cc1c(C(=O)Nc2c(F)cc(F)cc2Br)sc2ncn(CC(=O)N3CCCC3)c(=O)c12,-4,-6,-3,1,-0.2,2,-2,7,-2,13
c1cncc(CNCCN2CCNCC2)c1,-12,x,-8,x,-0.1,8,-5,x,-10,-12

More results follow.
Short keys – A = PriA SSB inh; B = DUSP3 inh; C = Anthrax LF inh2; D = 3CLpro inhibitor; E = BoNT A protease; F = MazF activator; G = PrPC surface inh; H = Rv3671c inh; I = BoNT-F LC inh; J = CCHFV vOTU inh
COc1cccc(C=NCC(C)N=Cc2cccc(OC)c2O)c1O (centres undefined)
  A: 18 | B: -10 | C: -2 | D: 2 | E: 0.9 | F: 4 | G: -4 | H: -16 | I: -12 | J: 0

CCN(CC(=O)NCc1cccs1)C(=O)c1ccc(S(=O)(=O)N(C)c2ccccc2)cc1
  A: 1 | B: x | C: -7 | D: x | E: -0.4 | F: -2 | G: -4 | H: 4 | I: 1 | J: 3

N#Cc1c(-c2ccccc2)cc(C2CC2)nc1SCC(=O)c1cccs1
  A: -11 | B: 27 | C: 2 | D: -4 | E: 1.2 | F: 10 | G: -8 | H: x | I: -2 | J: -7

COc1ccc(OC)c(N(/C(N)=N/c2nc(C)cc(C)n2)S(=O)(=O)c2ccc(NC(C)=O)cc2)c1
  A: x | B: 26 | C: -8 | D: 3 | E: 0.1 | F: 25 | G: 7 | H: -13 | I: -6 | J: 4

CC(SCc1ccccc1)C(=O)NCc1ccccn1 (centres undefined)
  A: -5 | B: 8 | C: -3 | D: 2 | E: -0.5 | F: 10 | G: -3 | H: x | I: -2 | J: -5

O=c1[nH]c2ccccc2c(O)c1-c1ccccc1[N+](=O)[O-]
  A: 0 | B: 9 | C: -8 | D: -1 | E: 0.6 | F: 17 | G: 1 | H: -4 | I: 4 | J: -2

O=C(c1ccc(-n2cccn2)cc1)N1CCN(c2ncccc2C(F)(F)F)CC1
  A: -5 | B: 19 | C: -1 | D: 5 | E: 1.0 | F: 8 | G: 2 | H: 2 | I: 3 | J: 4

COC(=O)CCCC(=O)N1CCCC(C(=O)c2ccccc2SC)C1 (centres undefined)
  A: 9 | B: 24 | C: 9 | D: 1 | E: 3.4 | F: 12 | G: 0 | H: x | I: -13 | J: -4

OCC1(CCc2ccccc2)CCN(Cc2ccc(OC(F)F)cc2)CC1
  A: 1 | B: 1 | C: -2 | D: -1 | E: -0.2 | F: 1 | G: -7 | H: x | I: -2 | J: -3

NC(=O)c1c(NC(=O)c2ccncc2)sc2c1CCCCCC2
  A: -5 | B: 9 | C: -3 | D: -5 | E: -2.8 | F: 9 | G: 2 | H: 6 | I: 21 | J: 8

O=C(O)[C@@H]1[C@@H]2C[C@@H]2CN1c1ncccc1[N+](=O)[O-]
  A: -17 | B: 30 | C: -4 | D: 2 | E: -0.4 | F: -1 | G: -4 | H: 4 | I: -2 | J: -5

CC(=O)Nc1ccc(NC(=O)c2c(C)noc2C)cc1
  A: -17 | B: 1 | C: -1 | D: 7 | E: -3.0 | F: 3 | G: 9 | H: -2 | I: -4 | J: -1

COCCNC(=O)c1cc(S(=O)(=O)N2CCOCC2)ccc1SCc1cccc(OC)c1OC
  A: -11 | B: 12 | C: -7 | D: 4 | E: -1.0 | F: 0 | G: 0 | H: 8 | I: -9 | J: 2

CCN1CCC2(CC1)N=C(c1ccc(F)cc1)C(=S)N2
  A: -11 | B: 6 | C: -4 | D: -1 | E: -0.5 | F: 3 | G: -1 | H: -3 | I: -3 | J: 5

Cc1ccc(OCC(=O)N2CCN(S(=O)(=O)c3ccc4c(c3)OCCO4)CC2)c(C)c1
  A: -10 | B: x | C: 1 | D: x | E: -0.3 | F: 1 | G: 8 | H: -5 | I: -9 | J: 3

(listing goes on)
Short keys – A = PriA SSB inh; B = DUSP3 inh; C = Anthrax LF inh2; D = 3CLpro inhibitor; E = BoNT A protease; F = MazF activator; G = PrPC surface inh; H = Rv3671c inh; I = BoNT-F LC inh; J = CCHFV vOTU inh
COc1ccc(CNC(=O)CN(c2ccc(C)cc2)S(=O)(=O)c2c(C)nn(C)c2C)cc1
  A: -5 | B: 6 | C: -2 | D: 2 | E: -0.3 | F: 3 | G: -2 | H: -5 | I: 5 | J: 9

CCOC(=O)C(C)Oc1cccc2c(=O)n(CC(=O)Nc3ccc4c(c3)OCCO4)ccc12 (centres undefined)
  A: 1 | B: 9 | C: 2 | D: -1 | E: 0.3 | F: 5 | G: 6 | H: -7 | I: 2 | J: -4

CCOC(=O)CC1(c2ccccc2)CCOC(C)(C)C1 (centres undefined)
  A: -4 | B: 22 | C: -7 | D: -2 | E: -1.3 | F: 6 | G: 0 | H: -6 | I: -5 | J: -2

O=C(CSCc1ccccc1Cl)N1CCN(c2ccccn2)CC1
  A: -4 | B: -10 | C: -1 | D: 1 | E: 0.8 | F: 2 | G: 3 | H: 8 | I: 4 | J: 2

CCOc1nc(-c2ccc(OC)cc2)ccc1-c1noc(-c2ccncc2)n1
  A: -13 | B: 25 | C: -2 | D: x | E: u | F: 12 | G: 7 | H: x | I: 0 | J: -12

Whole records as entered above.
CC(NC=C1C(=O)OC(C)(C)OC1=O)C(=O)O (centres undefined) is listed as PriA SSB inh = -12; DUSP3 inh = 7; Anthrax LF inh2 = 0; 3CLpro inhibitor = 2; BoNT A protease = 0.2; MazF activator = 5; PrPC surface inh = 1; Rv3671c inh = 4; BoNT-F LC inh = 2; CCHFV vOTU inh = 9
COCCNC(=O)c1cc(S(=O)(=O)N2CCOCC2)ccc1SCc1cccc(OC)c1OC is listed as PriA SSB inh = -11; DUSP3 inh = 12; Anthrax LF inh2 = -7; 3CLpro inhibitor = 4; BoNT A protease = -1.0; MazF activator = 0; PrPC surface inh = 0; Rv3671c inh = 8; BoNT-F LC inh = -9; CCHFV vOTU inh = 2

Some of the compounds tested. The share of hits here may be higher or lower than overall.
